# Menin MLL FP TR = inhibitors of human menin-MLL interaction, mutant MLL peptide | Menin + Texas Red MLL mutant peptide, fluorescence polarization | Potency, µM (doses to about 61.6 µM), for inactives: top-dose FP activity change, negative = inhibition, most hits filed as inhibitors | 0.23% of 270,000 active | AID 1768; active = well fitted inhibition curve with a large enough effect in the polarisation, with a control signal flat, not every such curve was filed as active; inconclusive = small, poorly fitted or top-dose-only effect, or effect the other way, or a change in a side signal; inactive = no such curve, though single readings can be large or run the other way; the % refers to the polarisation; also: potency is read from the fitted curve at half-maximal effect; % of control where 0% means no effect; many of its hits are not listed in these tables
# Eya2 inh = inhibitors of human Eya2 phosphatase activity | O00167 | recombinant Eya2, OMFP fluorescence dephosphorylation (OMFP is methylfluorescein phosphate) | Potency, µM (doses to about 76.9 µM), for inactives: at the top dose activity, negative = inhibition, most hits filed as inhibitors | 0.006% of 330,000 active | AID 488837; also: potency is read from the fitted curve at half-maximal effect; % is scaled to controls: 0 for no effect and ±100 for the full control effect
# Target sequence (O00167 whole entry, looked up): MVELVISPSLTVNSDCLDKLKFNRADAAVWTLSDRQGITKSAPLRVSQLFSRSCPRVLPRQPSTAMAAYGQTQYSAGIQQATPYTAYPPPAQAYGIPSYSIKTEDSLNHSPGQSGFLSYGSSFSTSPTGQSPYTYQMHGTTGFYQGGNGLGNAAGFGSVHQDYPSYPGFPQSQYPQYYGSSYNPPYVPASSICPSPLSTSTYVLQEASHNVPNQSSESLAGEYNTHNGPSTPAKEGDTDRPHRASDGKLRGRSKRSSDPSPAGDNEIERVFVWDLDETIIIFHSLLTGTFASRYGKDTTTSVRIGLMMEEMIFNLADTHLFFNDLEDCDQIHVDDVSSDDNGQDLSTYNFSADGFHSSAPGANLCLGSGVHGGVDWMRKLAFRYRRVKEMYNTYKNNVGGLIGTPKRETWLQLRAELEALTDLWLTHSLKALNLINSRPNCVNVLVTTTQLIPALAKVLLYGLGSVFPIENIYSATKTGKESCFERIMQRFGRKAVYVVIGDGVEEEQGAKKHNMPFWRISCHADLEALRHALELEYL
#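 Eya2 protein (added as 0.2 uM solution) was preincubated with compound for 10 min at ambient temperature in 50 mM HEPES pH 7.5, 50 mM NaCl, 5 uM MgCl2, 0.05% BSA, 1 mM DTT. OMFP (added at 50 uM) then reacted 10 min; fluorescence read at 485/525 nm.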
# MBNL1 CUG block = inhibitors of human MBNL1 binding to CUG repeat RNA; Q9NR56; TR-FRET MBNL1-His/biotin-(CUG)12 binding, 665/545 ratio; Potency, µM (titrated, usually from 57.5 µM), inactives show at the top dose activity change, negative = inhibition, hits mostly inhibitors; 0.036% of 280,000 active; AID 2675; active = well fitted inhibition curve with a large enough effect in the signal ratio, with a control signal flat, not every such curve was filed as active; inconclusive = small, poorly fitted or top-dose-only effect, or effect the other way, or a change in a side signal; inactive = no such curve, though single readings can be large or run the other way; the % refers to the signal ratio; also: potency is read from the fitted curve at half-maximal effect; % is scaled to controls: 0 for no effect and ±100 for the full control effect
#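 TR-FRET between His-tagged MBNL1 and biotin-(CUG)12 RNA, detected with Tb anti-His antibody (0.055 ng/ul) and streptavidin-XL665 (5 nM), 60 min at room temperature. Compounds titrated 92 nM to 58 uM; 665/545 nm ratio normalized to buffer and complex controls.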
# hERG WT inh = inhibitors of human wildtype KCNH2 potassium channel | Q12809 | U2OS, BacMam KCNH2, thallium flux FluxOr; hits give low values | activity change, % at 1.84 µM | 0.37% of 340,000 active | AID 720551;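 active = maximum activity change below -70%; inconclusive = maximum activity change between -70% and -50%; inactive = maximum activity change above -50%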; also: % is scaled to controls: 0 for no effect and ±100 for the full control effect
#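 U2OS cells transduced with wild-type KCNH2 virus are loaded with FluxOr dye for 45 min, and thallium flux is measured in kinetic reads before and after stimulation buffer. Rate constants are normalized to DMSO controls.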
# BCR signal inh = chronic active BCR signaling inhibition; ABC-DLBCL IkBa-CBG/CBR reporter, luminescence ratio, 4 h; Potency, µM (top dose mostly 46.1 µM), for the others: at the top dose ratio change, negative = lower green/red ratio, hits mostly inhibitors; 0.05% of 340,000 active; active = well fitted inhibition curve with a large enough effect in the signal ratio, with a control signal flat, not every such curve was filed as active; inconclusive = small, poorly fitted or top-dose-only effect, or effect the other way, or a change in a side signal; the % refers to the signal ratio;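 also: potency is read from the fitted curve at half-maximal effect; plate controls were basal doxycycline-induced cells for no effect and cells given 10 µM MG132 for full effect; MG132 reads +100%, hits lower the ratio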
#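 Doxycycline induced both beetle luciferases in TMD8 lymphoma cells; IKK-driven degradation limits the IkappaBalpha-fused green signal, while red luminescence normalises for cell number and nonspecific effects. Compounds tested up to 46 uM, 4 hrs.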
# Mito fusion act = inhibitors of mitochondrial division or activators of mitochondrial fusion. Potency, µM (highest dose often 46.1 µM), inactives show top-dose growth rescue (activation), most hits filed as activators. 0.23% of 320,000 active. S. cerevisiae fusion-defective mutant growth rescue, CellTiterGlo 48 h;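 also: potency is read from the fitted curve at half-maximal effect; % of control where 0% means no effect; nearly all actives have a fitted effect of over 45% in size; temperature-sensitive fusion mutants such as fzo1-1 at 37 °C on non-fermentable ethanol glycerol medium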
#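 Growth-rescue viability read-out: after 48 h at the non-permissive 37C in glycerol/ethanol YPEG, yeast mitochondrial fusion mutants are measured by CellTiterGlo luminescence; compounds (23 nl pinned per well) restoring growth score as division inhibitors or fusion activators.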
# PKM2 activator = PKM2 (human) enzyme activation | P14618 | Potency, µM (top dose mostly 57.5 µM), for the others: at the top dose activation, usual class: activators | AID 1631 | 0.34% of 260,000 active | purified PKM2, Kinase-Glo ATP luminescence, activation; response scale: 0% is enzyme alone, no compound; also: potency is read from the fitted curve at half-maximal effect; % is scaled to controls: 0 for no effect and ±100 for the full control effect; nearly all actives have a fitted effect of over 55% in size
#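 Kinase-Glo luminescence reports ATP generated from ADP (0.1 mM) and PEP (0.5 mM) by purified hPK-M2 after 1 h at room temperature, pH 7.2 imidazole buffer; intermediate enzyme activity allows detecting inhibitors and activators.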
# TSHR antagonist = blocks TSH signaling through the human TSH receptor; TSHR-expressing cells, TSH-stimulated cAMP HTRF, 2 h; hits give low values; AID 504810; activity change, negative = inhibition, % at 11.5 µM; 0.2% of 330,000 active;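 active = activity change below a set negative limit, meaning inhibition stronger than a set level, cut at about -70% in these data; inconclusive = activity change between two set negative limits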; also: % is scaled to controls: 0 for no effect and ±100 for the full control effect
#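 Freshly harvested TSHR cells receive pin-tooled compound, then EC80 TSH at 4nM final. After 2 hours at 37 deg C, antibody in lysis buffer and cAMP-d2 are added; 30 minutes at ambient temperature precede the HTRF read.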
# GALK inh = galactokinase (human) inhibition; P51570; Purified GALK, Kinase-Glo residual ATP luminescence; Potency, µM (highest dose often 57.5 µM), for the others: at the highest dose activity change, negative = inhibition, usual class: inhibitors; 0.007% of 270,000 active; also: potency is read from the fitted curve at half-maximal effect; % is scaled to controls: 0 for no effect and ±100 for the full control effect
#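 GALK at 5 nM final was combined with compound, 35 uM ATP and 100 uM galactose in HEPES pH8.0 with MgCl2 and DTT. The reaction ran one hour at room temperature before luminescent ATP detection.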
# USP2a inh = USP2a (human) protease inhibition. O75604. USP2 core, Ub-CHOP2 coupled fluorogenic reporter, 485/531. Potency, µM (series often up to 38.3 µM), for inactives: top-dose activity change, negative = inhibition, usual class: inhibitors. 0.01% of 330,000 active. AID 463254;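 also: potency is read from the fitted curve at half-maximal effect; plate controls were DMSO wells for no effect and full inhibition by NEM control for full effect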
#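 Deubiquitinase activity read as fluorescence (485/531 nm) after Ub-CHOP2 cleavage activates the enterokinase reporter on its substrate; USP2 core 10nM, Ub-CHOP2 and substrate 25nM each, 30min compound preincubation then 60min RT; data normalized to NEM, curves fitted.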
# ASM inhibitor = inhibitors of human secretory acid sphingomyelinase; placental ASM, HMU-PC fluorogenic substrate, 60 min; 0.006% of 340,000 active; Potency, µM (highest dose often 57.5 µM), inactives show at the highest dose activity change, negative = inhibition, most hits filed as inhibitors; P17405; also: potency is read from the fitted curve at half-maximal effect
# Target sequence (P17405 47-631 limits assumed): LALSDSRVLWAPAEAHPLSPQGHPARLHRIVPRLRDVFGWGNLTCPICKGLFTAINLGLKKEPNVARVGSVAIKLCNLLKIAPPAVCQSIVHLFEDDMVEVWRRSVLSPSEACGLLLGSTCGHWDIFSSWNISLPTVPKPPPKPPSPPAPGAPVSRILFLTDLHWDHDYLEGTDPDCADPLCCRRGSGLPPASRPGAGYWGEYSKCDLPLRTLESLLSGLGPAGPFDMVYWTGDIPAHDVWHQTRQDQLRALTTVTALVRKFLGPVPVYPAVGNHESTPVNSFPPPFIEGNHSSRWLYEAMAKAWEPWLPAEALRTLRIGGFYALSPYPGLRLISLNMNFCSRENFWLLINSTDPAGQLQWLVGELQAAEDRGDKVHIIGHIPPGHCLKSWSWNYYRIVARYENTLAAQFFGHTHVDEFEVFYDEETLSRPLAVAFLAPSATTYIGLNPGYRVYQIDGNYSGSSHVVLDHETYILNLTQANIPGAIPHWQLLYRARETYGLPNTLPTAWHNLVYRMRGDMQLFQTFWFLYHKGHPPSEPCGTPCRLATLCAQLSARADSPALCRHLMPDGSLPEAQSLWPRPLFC
#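 Steps: dispense placental human ASM, pin compound, wait 10 min at room temperature, add HMU-PC0 substrate at 9 uM final, incubate 60 min at 37 °C, add stop solution raising pH to 10, read fluorescence.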
# * hit, by the source's call; u = inconclusive; x = no result given; & = joins results of further samples; [ ] = dose if it differs, or a comment. Unless noted, calls follow the shape of the dose curve; as a rule, active = well fitted curve in the direction sought with a large enough effect; inconclusive = small, poorly fitted or top-dose-only effect, or another doubt; inactive = no such curve, though single readings can be large; an effect the other way counts as inactive or inconclusive. Some of the compounds tested; count on the stated rates, not on these rows.
compound,Menin MLL FP TR,Eya2 inh,MBNL1 CUG block,hERG WT inh,BCR signal inh,Mito fusion act,PKM2 activator,TSHR antagonist,GALK inh,USP2a inh,ASM inhibitor
COc1ccc2c(CC(=O)Nc3nccs3)coc2c1,37%[activator],7%,-1%,-7,u,7%,3%,-3,7%,-1%,-1%
CCCCn1c(N)c(N(CCC(C)C)C(=O)c2c(C)noc2C)c(=O)[nH]c1=O,x,15%,x,u,9%,0%,x,12,x,3%,-2%
CCOCCCNC(=S)Nc1cc(C)cc(C)c1,-20%,5%,u,11,8%,-11%,-8%,10,-2%,0%,4%
Cc1cc2cc(C)c(NCCNC(=O)c3ccccc3F)nc2cc1C,-26%,-15%,4%,3,-3%,6%,10%,-1,1%,-3%,-1%
Cc1ccc(Cl)cc1N1CCN(C(=O)c2ccc3nc[nH]c3c2)CC1,-8%,5%,-12%,-11,u,-1%,1%,-10,0%,-1%,-24%
COc1ccccc1NC(=O)COc1ccc2ccccc2c1,55%[activator],1%,-3%,3,u,1%,0%,-2,1%,-7%,0%
COc1ccc(S(=O)(=O)N2CCCC(C(=O)NCc3cccnc3)C2)cc1 (stereo not drawn),3%,-2%,-10%,-4,7%,-1%,5%,6,4%,-1%,-3%
Cc1nnc(SCc2nnc(-c3cccs3)o2)s1,-13%,0%,-9%,-15,1%,-2%,13%,10,-1%,-1%,0%
O=C(Nc1cccc(-c2nc3ccccc3s2)c1)c1ccc2c(c1)OCO2,u,2%,88%[activator],2,-2%,4%,-5%,-38,-1%,-5%,-7%
CO/N=C(/COc1ccc(F)cc1)c1ccc(OC)cc1,5%,10%,5%,-4,u,-13%,x,-6,0%,-1%,-6%
Cn1c(CN2CCCCC2)nc2cc([N+](=O)[O-])ccc21,-10%,11%,u,12,2%,0%,u,0,-1%,9%,-6%
NS(=O)(=O)c1cccc(NC(=O)CCSc2ccc(Cl)cc2)c1,-3%,0%,x,1,7%,-8%,11%,-2,0%,1%,-2%
N#Cc1ccc(C(=O)OCC(=O)N2CCOCC2)cc1,13%,7%,-1%,-2,-1%,7%,-1%,21,3%,-1%,28%
CC(=O)OCC1=C(C(=O)O)N2C(=O)C(NC(=O)CCn3nc(C)c(Cl)c3C)C2SC1 (stereo not drawn),1%,-16%,-2%,1,2%,-2%,28%,2,-1%,2%,1%
N/C(=N\OC(=O)Cc1cccs1)c1ccccc1,44%[activator],12%,-10%,-18,u,-2%,1%,-6,-3%,-2%,-8%
O=C(OCC1OC2C(Oc3nc(=O)ccn32)C1O)c1ccccc1 (stereo not drawn),3%,1%,0%,-1,1%,-4%,-10%,10,-4%,1%,4%
CCN(C[C@H]1N[C@@](CC)(C(=O)OC)[C@H]2C(=O)N(Cc3ccccc3)C(=O)[C@@H]12)S(=O)(=O)c1ccc(C(F)(F)F)cc1,x,-8%,x,-8,u,x,x,16,x,-3%,-8%
O=C(NNC(=O)c1ccco1)c1cccc(Br)c1,x,-3%,7%,9,8%,6%,7%,8,-4%,-1%,2%
O=C(NCc1ccc(Cl)cc1)C1CCC(CNc2c(N3CCOCC3)c(=O)c2=O)CC1 (stereo not drawn),x,-5%,2%,1,-10%,-1%,2%,-2,x,1%,2%
CC(=O)OCC1OC(OCc2cn(C[C@H]3CC[C@@H]([C@@H]4CC[C@H](Cn5cc(COC6OC(COC(C)=O)C(OC(C)=O)C(OC(C)=O)C6OC(C)=O)nn5)O4)O3)nn2)C(OC(C)=O)C(OC(C)=O)C1OC(C)=O (stereo partly drawn),-1%,2%,-11%,x,2%,0%,-3%,0,x,-4%,0%
O=C1OCCN1S(=O)(=O)Nc1ccccc1,6%,-8%,-4%,-3,0%,-5%,x,-5,-3%,-1%,4%
O=C(NCc1ccco1)[C@@H]1CCCN1C(=O)c1cccs1,x,5%,-7%,-12,u,0%,8%,-4,1%,-1%,5%
Cc1cc(C)c2[nH]c(=O)c(CN(Cc3cccs3)C(=S)NCc3ccco3)cc2c1,u,1%,x,-2,6%,12%,9%,-37,1%,-3%,-5%
Cc1cc(-c2nn(C)c(=O)c3ccccc23)cc(C)c1O,x,-4%,0%,2,u,-1%,-1%,2,x,0%,7%
C=CCn1c(SCC(=O)NC2CCCCC2)nnc1C1CCCCC1,3%,6%,-1%,2,12%,-3%,-4%,-7,-5%,-1%,3%

# Continuation:
compound,Menin MLL FP TR,Eya2 inh,MBNL1 CUG block,hERG WT inh,BCR signal inh,Mito fusion act,PKM2 activator,TSHR antagonist,GALK inh,USP2a inh,ASM inhibitor
Oc1ccc(/C=N/NC(=S)Nc2cccnc2)cc1,x,-16%,u,-9,u,-10%,5%,3,-4%,-11%,15%
COC(=O)c1ccccc1NC(=O)NCCc1ccccc1OC,1%,4%,-2%,-23,u,27%,-7%,-14,-1%,10%,-1%
CN1CCN(CC#CCn2c3ccccc3c3ccccc32)CC1,0%,-21%,-3%,19,u,-2%,0%,6,1%,1%,1%
CC(=O)N1Cc2ccccc2CC1C(=O)N1CCN(c2ccccc2)CC1 (stereo not drawn),11%,4%,-3%,-3,-1%,-4%,-1%,-1,-1%,6%,0%
COc1ccc(C(NC(=O)c2ccco2)c2ccc(OC)c(OC)c2)cc1 (stereo not drawn),-3%,-1%,-8%,-13,u,-14%,-1%,4,-1%,1%,1%
O=C(O)c1cc(S(=O)(=O)N2CCCCCC2)c(Cl)cc1Cl,u,8%,-3%,-16,7%,1%,0%,3,7%,2%,1%
Fc1ccc(C2=CC(c3ccco3)n3nnnc3N2)cc1 (stereo not drawn),x,-2%,9%,-3,0%,0%,14%,-7,9%,-1%,3%
CCC1(c2ccc(Cl)cc2)NC(=O)N(CC(=O)NC2CCCCCC2)C1=O (stereo not drawn),x,-21%,x,2,-13%,-1%,x,2,x,1%,0%
O=C(NNc1ccccc1F)C1CCC1,x,8%,x,3,5%,-1%,19%,-3,0%,-4%,0%
COc1ccc(OC)c(-c2cc(C3CCN(c4ncccc4[N+](=O)[O-])CC3)[nH]n2)c1,11%,-10%,u,0,u,18%,12%,7,-2%,-11%,-19%
CN1CCN(C(=O)CNC(=O)C23CC4CC(CC(C4)C2)C3)CC1,x,-17%,x,-2,4%,x,x,-4,x,1%,2%
NC(=S)N/N=C/c1ccc2c(c1)OCCO2,1%,-6%,x,7,0%,0%,-3%,0,2%,-1%,0%
COc1ccc(OC)c(NC(=O)CSc2nnnn2C)c1,3%,-2%,-5%,-6,-1%,15%,-1%,15,-3%,0%,2%
Cc1cccc(C(=O)NC2CCN(C(=S)NCc3ccco3)CC2)c1,x,8%,10%,-1,11%,1%,1%,-5,0%,-1%,6%
C#C[C@]1(O)CC[C@H]2[C@@H]3CCc4cc(O)ccc4[C@H]3CC[C@@]21C,1%&0%,-2%,18%,-6,u,20%,-1%,-12,4%,4%,-12%
COc1ccc(C(=O)N2CCOC2CNC(=O)C(=O)NCc2ccc3c(c2)OCO3)cc1 (stereo not drawn),-11%,7%,0%,9,-9%,-11%,-3%,-6,1%,6%,-1%
NNc1nc2ccc(F)cc2s1,u,-4%,x,-14,u,14%,-35%,-3,2%,-2%,-1%
CSc1ccccc1NC(=O)CN(C)C(=O)C1CCN(C(=O)Nc2ccccc2)CC1,x,-3%,x,7,-7%,-5%,x,9,x,1%,7%
CCc1nc2nc(C)c(NS(=O)(=O)c3ccc(C4CCCCC4)cc3)c(=O)n2[nH]1,0%,20%,-5%,1,12%,-16%,-1%,42,-3%,-3%,-11%
CCCC(=Nc1ccccc1)C1=C(O)C(C(=O)OC)C(C)(C)CC1=O (stereo not drawn),-2%,2%,-5%,-2,3%,1%,1%,6,10%,0%,-2%
Cc1nn(CC#N)c(=O)n1-c1ccccc1,x,0%,2%,2,-9%,0%,0%,-5,-2%,2%,4%
